# Bioassay records: PubChem BioAssay, National Center for Advancing Translational Sciences (NCATS)
# GCN5L2 inh = inhibitors of human GCN5L2 histone acetyltransferase | 390,000 compounds, 0.21% hits | Q92830 | Potency, µM (doses to about 58.9 µM), inactives show at the top dose activity change, negative = inhibition, usual class: inhibitors | GCN5L2 HAT assay, ThioGlo1 CoA-SH fluorescence | AID 504327
# Target sequence (Q92830 whole entry, looked up): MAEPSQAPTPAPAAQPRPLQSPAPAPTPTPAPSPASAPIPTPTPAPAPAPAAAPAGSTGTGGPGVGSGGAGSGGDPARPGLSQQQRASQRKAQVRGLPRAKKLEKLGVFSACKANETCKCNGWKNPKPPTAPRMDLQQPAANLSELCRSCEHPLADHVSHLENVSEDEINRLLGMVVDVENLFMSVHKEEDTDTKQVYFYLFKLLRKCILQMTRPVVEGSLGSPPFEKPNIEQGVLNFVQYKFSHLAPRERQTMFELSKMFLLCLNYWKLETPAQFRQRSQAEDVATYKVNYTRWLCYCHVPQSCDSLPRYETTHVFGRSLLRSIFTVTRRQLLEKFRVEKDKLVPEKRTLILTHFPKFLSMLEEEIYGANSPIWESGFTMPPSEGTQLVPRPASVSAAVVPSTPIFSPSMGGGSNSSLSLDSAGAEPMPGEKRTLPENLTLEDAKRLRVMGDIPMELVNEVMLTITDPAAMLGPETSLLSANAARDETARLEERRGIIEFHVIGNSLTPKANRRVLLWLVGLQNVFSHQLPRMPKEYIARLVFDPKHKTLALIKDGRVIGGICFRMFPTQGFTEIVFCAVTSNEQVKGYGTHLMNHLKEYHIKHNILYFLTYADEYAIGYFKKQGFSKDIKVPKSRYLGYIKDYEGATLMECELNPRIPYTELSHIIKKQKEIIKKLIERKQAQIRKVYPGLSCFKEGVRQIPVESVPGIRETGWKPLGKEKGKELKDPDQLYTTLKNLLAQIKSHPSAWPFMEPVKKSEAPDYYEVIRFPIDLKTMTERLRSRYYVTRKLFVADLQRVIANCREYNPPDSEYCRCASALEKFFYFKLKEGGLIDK
#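 Compounds, pin-transferred from DMSO stocks, meet 20nM GCN5L2 for 15 min before the reaction begins with H3(1-25) peptide (75uM) and acetyl-CoA (70uM). Thiol-reactive ThioGlo1 reports CoA release over 20 min at room temperature.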
# DT40 TDP1 CPT = growth inhibition of DT40 Tdp1-/-;hTDP1 cells with camptothecin (screen for TDP1 inhibitors). Potency, µM (titrated, usually from 46.2 µM), for inactives: top-dose activity change, negative = growth inhibition, hits mostly inhibitors. 420,000 compounds, 12% hits. AID 686979. chicken DT40 Tdp1-/-;hTDP1 cells + 20 nM CPT, ATP luminescence, 48 h; further: nearly all actives have a fitted effect of over 55% in size
#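 Chicken DT40 Tdp1-/- cells complemented with human TDP1, 400 cells/well, exposed to compounds plus 20 nM camptothecin for at least 48 h at 37 C; viability read as ATP content by CellTiter-Glo luminescence.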
# DT40 TDP1 no CPT = qHTS for Inhibitors of human tyrosyl-DNA phosphodiesterase 1 (TDP1): qHTS in cells in absence of CPT; 420,000 compounds, 15% hits; AID 686978, 2013; Potency, µM (titrated, usually from 46.2 µM), inactives show top-dose activity change, negative = growth inhibition, usual class: inhibitors; DT40 Tdp1-/- hTDP1 cells, no CPT, ATP luminescence, 48 h; further: nearly all actives have a fitted effect of over 55% in size
#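 DT40 Tdp1-/-;hTDP1 cells, no CPT (DMSO vehicle only), 400 cells/well; compounds pin-transferred; ≥48 hr, 37 °C; CellTiter-Glo 30 min RT dark, luminescence read.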
# * hit, by the source's call; u = inconclusive; x = no result given; & = joins results of further samples; [ ] = dose if it differs, or a comment. The call rests on the fitted dose curve; in most records, active means well fitted curve in the direction sought with a large enough effect; inconclusive means small, poorly fitted or top-dose-only effect, or another doubt; inactive means no such curve, though single readings can be large; an effect the other way counts as inactive or inconclusive. On the % scale 0 is the no-effect control and ±100 the full control effect; potency means the concentration at half of the fitted maximal effect.
item	canonical_smiles	GCN5L2 inh	DT40 TDP1 CPT	DT40 TDP1 no CPT
1	COC(=O)C1=NN(C(C)=O)C2(CC(=O)N(c3cccc(C)c3)C2=O)C1 (stereo not given)	1.5%	7.9%	-7.2%
2	C=CC[C@@H](CC(=O)N(CCO)Cc1ccccc1)C(=O)N[C@@H](COC(=O)[C@@H](CC=C)CC(=O)OC(C)(C)C)Cc1c[nH]c2ccccc12	-14.0%	25.9µM*	20.6µM*
3	CCn1c(SCC(=O)N2CCC(C)CC2)nnc1-c1ccc(S(=O)(=O)N2CCN(C)CC2)cc1	-3.4%	u	2.7%
4	COc1ccc(NC(=S)Nn2cnnc2)cc1OC	-17.7%	-1.8%	5.2%
5	O=C(NC1CCCCCC1)c1c(O)c2ccccc2[nH]c1=O	-0.4%	-26.4%	u
6	Cc1ccc(NC(=O)/C(=C/c2cccs2)NC(=O)c2ccco2)cc1	-3.2%	-16.7%	-9.5%
7	CCOC(=O)c1c(C)[nH]c(C)c1S(=O)(=O)NCC(=O)N1CCN(c2ccccc2OC)CC1	5.7%	u	-18.6%
8	Cc1cccc(NC(=O)CN(C)C(=O)c2ccc(N3CCCCCC3)c([N+](=O)[O-])c2)c1C	-2.0%	23.1µM*	18.4µM*
9	CCCn1c2c(c(O)c(C(=O)Nc3ccc(OCC)cc3)c1=O)CCCC2	-7.2%	2.2%	-7.3%
10	Cc1nn(C)cc1C(C(=O)NC1CCCCC1)N(C(=O)Cc1cccs1)c1ccc(C(C)C)cc1 (stereo not given)	-1.3%	u	u
11	CS(=O)(=O)N(CC(=O)NC1CCCC1)Cc1ccc(Cl)cc1	u	-0.1%	-6.6%
12	CCOc1ccccc1NS(=O)(=O)c1cn(C)c(=O)n(C)c1=O	-19.6%	-4.6%	22.1%
13	COc1ccc(C(CNC(=O)c2cc(C)oc2C)N2CCOCC2)cc1 (stereo not given)	-4.1%	u	u
14	Cc1ccc(C(=O)N2CCOCC2)cc1[N+](=O)[O-]	0.0%	-10.3%	-3.6%
15	CCOC(=O)c1c(NC(=O)c2cnn3c2NC(c2cccc(OC)c2)CC3C(F)(F)F)sc2c1CCCC2 (stereo not given)	-0.8%	-6.5%	-24.5%
16	Cc1ccc(C)c(S(=O)(=O)Nc2ccc(C(N)=O)cc2)c1	2.2%	u	-17.8%
17	CN(C)S(=O)(=O)c1cccc(NC(=O)CNCc2ccccn2)c1	-1.8%	-12.1%	5.1%
18	O=C(NC(c1ccc2c(c1)OCO2)c1ccccn1)C1CCN(CCOc2ccccc2)CC1 (stereo not given)	x	11.5%	-25.4%
19	O=C(Nc1cccc(C(=O)N2CCOCC2)c1)c1ccc([N+](=O)[O-])cc1	-9.5%	-0.9%	10.4%
20	CC[N+]1(C)CCC(O)(/C=C/c2ccccc2)C(C(=O)/C=C/c2ccccc2)C1 (stereo not given)	x	0.0326µM*	0.13µM*
21	CCOc1ccc(-c2nnc(-c3cccnc3)o2)cc1OCC	-2.3%	u	16.4µM*
22	COc1ccc(Oc2nc(SC)nc3ccccc23)cc1	-6.0%	u	u
23	CCN(CC1COc2ccccc2O1)C(=S)NC1CC2CCC1C2 (stereo not given)	-4.8%	-5.5%	-2.8%
24	Cc1ccc(CN2CCN(C3CCC3)CC2CCO)cc1 (stereo not given)	-8.3%	-0.6%	-19.0%
25	COc1cccc(CNC(=O)c2ccc(CS(=O)c3ccccc3)o2)c1 (stereo not given)	-4.3%&2.7%	-0.8%&-17.1%	18.4%&-29.8%
26	COc1cc2[nH]c(=S)nc(Nc3ccc(NC(C)=O)cc3)c2cc1OC	-13.5%	u	12.2%
27	CCOC(=O)c1c(C)[nH]c(C)c1S(=O)(=O)NCC1CCN(Cc2ccccc2F)CC1	-12.3%	-19.0%	u
28	Cc1ccc(CNC(=O)c2cc(=O)c3cc(C)cc(C)c3o2)cc1	-14.2%	-16.0%	u
29	CCN(CC(=O)Nc1ccc(S(=O)(=O)N2CCOCC2)cc1)Cc1ccccc1	-17.2%	-28.2%	-27.6%
30	COc1ccc(S(=O)(=O)N(C)c2c(C)n(C)n(-c3ccccc3)c2=O)cc1OC	4.3%	-5.0%	-7.3%
31	CCn1c2c(c(=O)n3ncc(C(=O)N4CCN(c5ccc(C(C)=O)cc5)CC4)c13)CN(Cc1ccc(OC)cc1)CC2	-13.7%	4.11µM*	2.59µM*
32	O=C(O)C1C(=O)NCC1c1ccccc1 (stereo not given)	-11.4%	1.3%	0.7%
33	O=C(CCN1CCN(S(=O)(=O)c2ccc(F)cc2)CC1)Nc1ccccc1F	-15.2%	-7.8%	11.4%
34	COc1ccccc1-c1cc2nc(NCCOc3ccccc3)ccn2n1	x	18.4µM*	16.4µM*
35	Cc1ccc(-c2[nH]ncc2C(=O)c2cccc(F)c2)c(O)c1	-19.3%	u	14.6µM*
36	CCCc1cc(=O)[nH]c(SCc2cc(C(=O)OC)c(C)o2)n1	-0.8%	1.5%	-11.4%
37	CCSC(SCC)[C@H](O)[C@@H](O)[C@H](O)[C@H](O)CO	0.0%	-10.0%	-5.0%
38	CC(Oc1ccccc1)C(=O)N[C@@H]1C(=O)N2[C@@H]1SC(C)(C)[C@@H]2C(=O)O (stereo not given in full)	x	6.2%[21.1 µM]	-3.7%[21.1 µM]
39	Cc1ccc(Cl)cc1N1CCN(C(=O)CCn2c(=O)c3cccn3c3cccnc32)CC1	-6.3%	9.2µM*	6.51µM*
40	N#Cc1cn(CC(=O)N2CCCC2)c2ccccc12	0.0%	-0.6%	2.4%
41	OC(c1ccccc1)(c1nc(/C=C/c2ccc(C(F)(F)F)cc2)cs1)C(F)(F)F (stereo not given)	x	u	23.1µM*
42	O=C(N/N=C/c1c[nH]c2ccccc12)c1ccn[nH]1	-6.6%	-3.5%	2.2%
43	CCOC(=O)c1c(-c2cccs2)csc1NC(=O)CN1CCOCC1	-11.4%	u	20.6µM*
44	C=CCn1c(SCCC(=O)O)nc2c1c(=O)n(C)c(=O)n2C	-3.6%	-14.8%	-14.9%
45	Nc1ncnc2c1C1(CCCCC1)Cc1ccccc1-2	-0.4%	u	u
46	CCOC(=O)c1ccc(S(=O)(=O)N2CCN(CC(O)COc3cccc(C(C)=O)c3)CC2)cc1 (stereo not given)	-8.9%	-10.0%	-5.5%
47	COc1ccc(S(=O)(=O)N2CCOC2CNC(=O)C(=O)NCC(C)C)cc1OC (stereo not given)	u	-9.8%	17.5%
48	CCN(CC)S(=O)(=O)c1ccc(C(=O)Nc2cc(S(=O)(=O)N3CCOCC3)ccc2O)cc1	-4.7%	-22.4%	u
49	O=C(Nn1c(-c2ccncc2)nc2ccccc2c1=O)c1ccccc1Br	-1.2%	27.1%	-10.2%
50	CC(NC1CCN(Cc2ccccc2)CC1)c1ccc(F)cc1 (stereo not given)	-0.4%	u	u
51	O=C(CSc1nc2c(cnn2-c2ccccc2)c(=O)[nH]1)NCC1CCCO1 (stereo not given)	-4.2%	2.2%	-8.0%
52	Cn1c(Cn2c(=O)sc3ccccc32)nnc1SCC(=O)N1CCOCC1	1.9%	12.8%	0.4%
53	CN1C(=O)N2CN(C3CCCCC3)CN3C(=O)N(C)C1C23 (stereo not given)	1.0%	u	-11.5%
54	COC(=O)c1cccc(NC(=O)CCN2C(=O)NC(C)(C)C2=O)c1	x	-16.0%	-9.9%
55	C[C@H](CO)N1C[C@H](C)[C@@H](CN(C)Cc2ccc3c(c2)OCO3)OCc2cnnn2CCCC1=O	x	9.0%	-4.8%
56	Cc1ccccc1S(=O)(=O)/N=C(/c1ccccc1)N(C)C	-5.1%	-17.4%	-13.0%

# 6 compounds from above, arranged by formula weight, rising.
item	canonical_smiles	GCN5L2 inh	DT40 TDP1 CPT	DT40 TDP1 no CPT
53	CN1C(=O)N2CN(C3CCCCC3)CN3C(=O)N(C)C1C23 (stereo not given)	1.0%	u	-11.5%
54	COC(=O)c1cccc(NC(=O)CCN2C(=O)NC(C)(C)C2=O)c1	x	-16.0%	-9.9%
52	Cn1c(Cn2c(=O)sc3ccccc32)nnc1SCC(=O)N1CCOCC1	1.9%	12.8%	0.4%
49	O=C(Nn1c(-c2ccncc2)nc2ccccc2c1=O)c1ccccc1Br	-1.2%	27.1%	-10.2%
55	C[C@H](CO)N1C[C@H](C)[C@@H](CN(C)Cc2ccc3c(c2)OCO3)OCc2cnnn2CCCC1=O	x	9.0%	-4.8%
48	CCN(CC)S(=O)(=O)c1ccc(C(=O)Nc2cc(S(=O)(=O)N3CCOCC3)ccc2O)cc1	-4.7%	-22.4%	u

# Next section:
item	canonical_smiles	GCN5L2 inh	DT40 TDP1 CPT	DT40 TDP1 no CPT
57	O=C1c2cc(O)c(O)cc2OC(c2ccc(O)c(O)c2)C1O (stereo not given)	x	1.3%	5.4%
58	O=C(CCNC(=O)c1ccccc1)NCCc1ccc(Cl)cc1	1.8%	-24.6%	-11.7%
59	CC(=O)N1CCc2c(sc(NC(=O)CN3C(=O)c4ccccc4C3=O)c2C(N)=O)C1	-6.5%	-8.9%	-15.0%
60	CCc1cc(-c2n[nH]c(=S)n2-c2ccccc2C)cs1	-1.9%	-25.2%	-28.9%
61	O=C(CCc1ccccc1)Nc1nccs1	-4.4%	-10.1%	5.9%
62	COc1ccc(Cc2nnc(NC(=O)C(C)(C)C)s2)cc1	1.0%	3.0%	-16.1%
63	CC(=O)Nc1sc2c(c1C(c1ccccc1Cl)N1CCN(CCO)CC1)CCCC2 (stereo not given)	-8.4%	u	u
64	O=C(Nc1cccnc1)c1ccc2snnc2c1	-17.8%	-1.1%	-1.0%

# Only DT40 TDP1 CPT and GCN5L2 inh (two entries from above):
item	smiles	DT40 TDP1 CPT	GCN5L2 inh
60	CCc1cc(-c2n[nH]c(=S)n2-c2ccccc2C)cs1	-25.2%	-1.9%
57	O=C1c2cc(O)c(O)cc2OC(c2ccc(O)c(O)c2)C1O (stereo not given)	1.3%	x

# The results go on.
item	canonical_smiles	GCN5L2 inh	DT40 TDP1 CPT	DT40 TDP1 no CPT
65	Cc1cccc(C(=O)N[C@H](C(=O)Nc2ccc3c(c2)OCO3)C(C)C)c1	-1.2%	-21.2%	-16.7%
66	O=C(CCN1CCC(c2ccc(Cl)s2)=N1)c1ccc(Cl)s1	-2.7%	u	u
67	COc1ccc(NC(=S)N2CCN(C/C=C/c3ccccc3)CC2)c(OC)c1	-2.9%	u	u
68	O=C(O)CCC(=O)N1CCc2cc(S(=O)(=O)NCc3cccs3)ccc21	0.0%	0.8%	2.1%
69	CCOc1ccc(C(C)=O)cc1COc1ccc(-n2cnnn2)cc1	-0.6%	-23.2%	u
70	COC(=O)c1ccc(COC(=O)CNS(=O)(=O)c2ccc(C)cc2)cc1	-6.8%	9.1%	-4.0%
71	COc1ccccc1N1CCN(C(c2cccs2)C(C)NC(=O)c2cccs2)CC1 (stereo not given)	-9.2%	16.4µM*	11.6µM*
72	CC(C)C(=O)Nc1cccc(COc2ccccc2CN(Cc2ccccc2)C(=O)OC(C)(C)C)c1	x	u	23.1µM*
73	COc1ccc2[nH]cc(CCNS(=O)(=O)Cc3ccccc3)c2c1	9.3%	1.9%	u
74	CCN1CCN(Cc2c(O)ccc3c2O/C(=C\C=C\c2ccccc2OC)C3=O)CC1	3.6%	u	18.4µM*
75	O=C(COC(=O)c1c(F)cccc1Cl)NC1CCCC1	-0.4%	5.3%	-12.9%
76	COc1ccc(N(CC(=O)NCc2cccs2)S(=O)(=O)c2c(C)nn(C)c2C)cc1	0.1%	-15.5%	-15.8%
77	CCOc1ccc(NC(=O)C2CCCN(c3ccc(Sc4ccc(C)cc4)nn3)C2)cc1 (stereo not given)	-3.4%	-14.3%	-21.0%
78	COCCN1CCN(c2cc(-c3ccccc3)nc3cc(-c4cccc(F)c4)nn23)CC1	-3.9%	8.2µM*	9.2µM*
79	Cc1ccccc1NC(=O)c1ccc(C)c(S(=O)(=O)N2CCN(C)CC2)c1	-1.9%	-4.9%	18.8%
80	CCCC(=O)NC(=S)Nc1c(C)cc(Br)cc1C	x	u	16.4µM*
81	CC1(C)C(C=C(Cl)Cl)C1C(=O)N1CCN(Cc2ccccc2)CC1 (stereo not given)	2.4%	-3.3%	u
82	CC(=O)Nc1cccc(NC(=O)CSc2nnc(Cc3cccn3C)n2-c2ccc(F)cc2)c1	-24.6%	-13.9%	-2.7%
83	CC(=O)Nc1ccc(C(=O)CSc2nnnn2C2CCCC2)cc1	-16.8%	-12.8%	-5.7%
84	O=C(NC1CCN(C(=O)Nc2ccc(F)cc2)CC1)c1cccc(F)c1	-6.8%	1.9%	-10.5%
85	CC(C)Cn1c(SC(C)C(=O)NC2CC2)nnc1-c1ccccc1F (stereo not given)	-6.3%	-28.5%	-11.8%
86	O=C(O)[C@H](Cc1ccccc1)NC(=O)N1CCN(c2ccccc2)CC1	-0.4%	-0.7%	2.0%
